Screening data from PubChem BioAssay.
BH1578 lux ind: inducers of Vibrio cholerae quorum light production without autoinducers, primary screen, BH1578 luxS cqsA deficient, single point. V. cholerae BH1578 lux reporter, luminescence, 6 h. activation, % at 18.7 µM. actives 0.16% (n = 350,000); in the data active = activation mostly above about 9.7%, no sharp cut-off; also: not every result past the cut was called active; inactives centre near 0; reference of the scale not given here
VHR inh abs: VHR1 phosphatase inhibitors, primary screen, biochemical, absorbance, uHTS | Dual specificity protein phosphatase 3 (Homo sapiens), P51452 | recombinant VHR phosphatase, pNPP absorbance | inhibition, % at 13.3 µM | actives 0.52% (n = 290,000); in the data active = inhibition above about 50%; also: some compounds called inactive have numbers as strong as hits
Target sequence (P51452 whole entry, looked up): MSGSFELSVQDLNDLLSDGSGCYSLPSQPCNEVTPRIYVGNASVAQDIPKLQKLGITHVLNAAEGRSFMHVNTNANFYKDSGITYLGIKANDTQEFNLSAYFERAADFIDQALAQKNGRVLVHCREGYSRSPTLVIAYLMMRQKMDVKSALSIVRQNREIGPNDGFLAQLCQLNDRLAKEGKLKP
SSB-PriA inh: inhibitors of Klebsiella pneumoniae PriA binding to SSB C-terminal tail, primary screen, biochemical, AlphaScreen. PriA–SSB C-terminal tail interaction (Klebsiella pneumoniae). AlphaScreen SSBct-PriA binding, biotinylated peptide. inhibition, % at 33 µM. actives 0.6% (n = 430,000); in the data active = inhibition mostly above about 37%, no sharp cut-off; inactive = mostly below about 20%;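 also: plate controls were negative control peptide for no effect and reference peptide for full effect; strong numbers were not always called active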
Mtb BioA inh: M. tuberculosis BioA enzyme inhibitors, primary screen, biochemical, plate reader, single point, HTS; AID 602481, 2012; inhibition, % at 9.99 µM; actives 0.096% (n = 360,000); purified M. tuberculosis BioA enzyme; 7,8-diaminopelargonic acid synthase BioA (Mycobacterium tuberculosis); in the data active = inhibition above about 40%
Rv3671c inh: Rv3671c serine protease inhibitors, primary screen, biochemical, fluorescence polarization, M. tuberculosis H37Rv; P9WHR9; inhibition, % at 5.96 µM; actives 0.048% (n = 320,000); AID 2606, 2010; in the data active = inhibition above about 38%;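 also: extracellular domain of Rv3671c used as enzyme; 0% = enzyme with DMSO and 100% = no enzyme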
MazF activator: activators of E. coli MazEF toxin-antitoxin RNase, primary screen, biochemical, fluorescence, uHTS; activation, % at 20 µM; FAM/BHQ RNA-DNA oligo cleavage fluorescence, 5 h; Endoribonuclease toxin MazF (Escherichia coli (strain K12)), P0AE70; actives 0.32% (n = 350,000); AID 504720, 2011; in the data active = activation above about 50%
Target sequence (P0AE70 whole entry, looked up): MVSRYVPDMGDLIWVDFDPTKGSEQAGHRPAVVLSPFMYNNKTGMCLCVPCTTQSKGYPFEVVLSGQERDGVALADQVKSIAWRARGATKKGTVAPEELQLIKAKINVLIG
Mtb UGM inh: M. tuberculosis UGM enzyme inhibitors, primary screen, biochemical, fluorescence polarization, single point | UDP-galactopyranose mutase (Mycobacterium tuberculosis (strain ATCC 25618 / H37Rv)), … | purified UGM, fluorescence polarization probe displacement | inhibition, % at 10 µM | actives 0.06% (n = 320,000) | AID 504406, 2011; in the data active = inhibition above about 10%, passing the limit was not always enough
Target sequence (P9WIQ1 whole entry, looked up): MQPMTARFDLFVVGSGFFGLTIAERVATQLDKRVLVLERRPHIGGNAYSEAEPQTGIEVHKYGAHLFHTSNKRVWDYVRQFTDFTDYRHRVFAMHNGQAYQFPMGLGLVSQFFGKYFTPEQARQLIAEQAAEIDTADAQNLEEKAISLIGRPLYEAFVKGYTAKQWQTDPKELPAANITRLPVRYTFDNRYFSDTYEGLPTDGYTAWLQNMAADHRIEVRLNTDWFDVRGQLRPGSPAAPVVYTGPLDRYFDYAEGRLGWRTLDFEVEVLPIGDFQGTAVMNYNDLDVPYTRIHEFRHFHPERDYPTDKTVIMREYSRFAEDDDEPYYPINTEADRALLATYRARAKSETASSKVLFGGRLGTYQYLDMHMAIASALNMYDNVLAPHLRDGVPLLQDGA
SARS 3CLpro inh: SARS-CoV 3CLpro protease inhibitors, primary screen, biochemical, quenched FRET; Replicase polyprotein 1ab (Severe acute respiratory syndrome coronavirus), P0C6X7; recombinant SARS-CoV 3CLpro, quenched FRET peptide cleavage; inhibition, % at 6 µM; actives 0.14% (n = 290,000); AID 1706, 2009; in the data active = inhibition above about 12%
GDH-TPI inh: GDH-TPI coupling enzyme inhibitors, primary screen, artefact control for M. tuberculosis FBA inhibitor project, biochemical, absorbance, full deck; GDH-TPI coupled enzyme counterscreen, NADH absorbance; actives 1.2% (n = 360,000); inhibition, % at 4.8 µM; AID 588335, 2011; in the data active = inhibition above about 30%;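 also: 0% = DMSO wells and 100% = wells lacking the enzyme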
Mtb FBA inh: Mtb FBA enzyme inhibitors, primary screen, biochemical, fluorescence, strain H37Rv; purified M. tuberculosis FBA, fluorescence read-out; inhibition, % at 1 µM; Fructose-bisphosphate aldolase (Mycobacterium tuberculosis (strain ATCC 25618 / H37Rv)), …; AID 588726, 2011; actives 2.3% (n = 360,000); in the data active = inhibition above about 27%;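 also: 0% = vehicle and 100% = reference inhibitor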
Target sequence (P9WQA3 whole entry, looked up): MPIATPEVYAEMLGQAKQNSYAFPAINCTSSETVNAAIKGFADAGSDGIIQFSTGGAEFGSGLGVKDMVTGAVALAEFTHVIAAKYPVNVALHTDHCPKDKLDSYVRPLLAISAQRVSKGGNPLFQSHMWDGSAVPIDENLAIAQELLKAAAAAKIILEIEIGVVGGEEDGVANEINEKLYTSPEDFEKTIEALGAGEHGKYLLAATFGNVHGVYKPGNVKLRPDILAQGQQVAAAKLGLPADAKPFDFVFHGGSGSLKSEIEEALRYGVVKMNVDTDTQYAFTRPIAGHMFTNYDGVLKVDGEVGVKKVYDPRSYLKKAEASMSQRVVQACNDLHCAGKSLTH
* hit, by the source's call; i = inactive; / = not tested or not shown; & = joins results of further samples.

Keys: A = BH1578 lux ind; B = VHR inh abs; C = SSB-PriA inh; D = Mtb BioA inh; E = Rv3671c inh; F = MazF activator; G = Mtb UGM inh; H = SARS 3CLpro inh; I = GDH-TPI inh; J = Mtb FBA inh
COc1ccc(NC2c3ncccc3C(=O)N2Cc2cccs2)cc1 (centres undefined)
  A: i	B: 5	C: 2	D: /	E: -3	F: 6	G: -1.0	H: 3	I: 3	J: -3

O=C(CCc1nc2ccccc2s1)OCc1ccccc1
  A: -0.2	B: 0	C: -53	D: /	E: -2	F: -6	G: -1.7	H: -5	I: 5	J: 1

NC(=O)c1cc(Br)cc(C2CCCCC2)c1O
  A: /	B: 32	C: 14	D: 0.4	E: -2	F: 5	G: -0.9	H: 4	I: -1	J: 14

COc1ccc(NC(=O)CCS(=O)(=O)c2ccc3c(c2)CCN3C(C)=O)cc1
  A: -0.3	B: -9	C: -9	D: 0.1	E: -4	F: 4	G: -0.6	H: 1	I: 8	J: -1

C[C@H](CO)N1C[C@H](C)[C@@H](CN(C)C(=O)Nc2ccccc2)Oc2c(NC(=O)Nc3ccc4c(c3)OCO4)cccc2C1=O
  A: 0.1	B: /	C: 1	D: -0.3&2.6	E: -5	F: 5	G: -2.2	H: /	I: -9	J: 2

Cc1cccc(NC(=O)Cn2c(=O)n(CCC(=O)NC3CCCC3)c(=O)c3ccccc32)c1
  A: -0.5	B: 0	C: -3	D: -1.6	E: -4	F: 84*	G: -3.0	H: -1	I: 7	J: 3

COCCN(CC(=O)NCc1ccc(OC)cc1)C(=O)CCC(=O)Nc1nccs1
  A: -0.4	B: 33	C: -10	D: 1.7	E: 3	F: 3	G: 0.3	H: -5	I: 8	J: 3

Cn1cnc2ncnn2c1=S
  A: -7.6	B: /	C: /	D: -1.5	E: /	F: 4	G: /	H: /	I: 8	J: 2

Cc1ccc(NC(=O)CN(C)C(=O)COC(=O)CNS(=O)(=O)c2ccc(Br)cc2Cl)cc1
  A: 0.5	B: 5	C: 1	D: 0.7	E: -3	F: -6	G: 3.8	H: 1	I: 1	J: 0

COc1ccc(/C=N/NC(=O)CCc2c(C)n[nH]c2C)cc1OC
  A: -3.3	B: -22	C: /	D: /	E: 2	F: 3	G: -0.5	H: 3	I: 12	J: -2

Complete entries, looked up by structure. Order of values: BH1578 lux ind | VHR inh abs | SSB-PriA inh | Mtb BioA inh | Rv3671c inh | MazF activator | Mtb UGM inh | SARS 3CLpro inh | GDH-TPI inh | Mtb FBA inh
Listed for Cc1cccc(NC(=O)Cn2c(=O)n(CCC(=O)NC3CCCC3)c(=O)c3ccccc32)c1 → -0.5 | 0 | -3 | -1.6 | -4 | 84* | -3.0 | -1 | 7 | 3
Listed for O=C(CCc1nc2ccccc2s1)OCc1ccccc1 → -0.2 | 0 | -53 | / | -2 | -6 | -1.7 | -5 | 5 | 1

Further records follow.
Keys: A = BH1578 lux ind; B = VHR inh abs; C = SSB-PriA inh; D = Mtb BioA inh; E = Rv3671c inh; F = MazF activator; G = Mtb UGM inh; H = SARS 3CLpro inh; I = GDH-TPI inh; J = Mtb FBA inh
CCN(CC(=O)Nc1ccc(N2CCOCC2)cc1)CC(=O)NC(C)(C)C
  A: -0.2	B: 19	C: -3	D: /	E: -8	F: -2	G: -3.9	H: 1	I: -1	J: 0

COc1ccccc1OCCC(=O)OCC(=O)c1c(N)n(C)c(=O)n(C)c1=O
  A: -0.2	B: 17	C: 14	D: -0.8	E: -15	F: -19	G: 1.7	H: -1	I: 4	J: 0

O=C(CN1CCCCC1)Nc1cccc([N+](=O)[O-])c1
  A: -10	B: 0	C: -11	D: -0.2	E: 11	F: -6	G: -4.4	H: 3	I: -1	J: 1

O=C(NC1(C(F)(F)F)NC(=O)N(Cc2ccco2)C1=O)c1cccnc1 (centres undefined)
  A: -0.5	B: -4	C: -5	D: -2.7	E: -7	F: 0	G: 0.2	H: -5	I: 12	J: 1

CS/C(N)=N/N=C/c1cc(Br)cc(Br)c1O
  A: -0.4	B: -15	C: /	D: -1.7	E: 22	F: 17	G: 0.7	H: 1	I: 17	J: -1

CCOc1ccc(C(CCc2ccccc2)NC(=O)c2ccc(OC)c(OC)c2)cc1OCC (centres undefined)
  A: -2.8	B: 14	C: -14	D: 2.4	E: -5	F: -4	G: 0.1	H: -2	I: 5	J: -1

C=CCOc1ccc(C2C(C(=O)c3ccco3)=C(O)C(=O)N2c2nnc(C)s2)cc1 (centres undefined)
  A: i	B: -14	C: -6	D: -0.9	E: 3	F: -42	G: 0.0	H: -2	I: 9	J: 1

COc1ccc(S(=O)(=O)N2CCOCC2)cc1NC(=O)c1ccc(OCC(C)C)c(OC)c1
  A: i	B: /	C: 0	D: 0.9	E: -6	F: -1	G: /	H: /	I: 10	J: 2

O=C(Cc1ccc(F)cc1)OCN1C(=O)c2ccccc2C1=O
  A: i	B: 1	C: -7	D: 0.0	E: 3	F: 0	G: -1.9	H: -3	I: -9	J: -2

Cc1nn(-c2ccccc2)c(C)c1NC(=O)COC(=O)Cc1ccccc1F
  A: 2.3	B: /	C: -22	D: -1.8	E: -2	F: 4	G: -0.8	H: /	I: 3	J: 1

Remaining list, next part.
Keys: A = BH1578 lux ind; B = VHR inh abs; C = SSB-PriA inh; D = Mtb BioA inh; E = Rv3671c inh; F = MazF activator; G = Mtb UGM inh; H = SARS 3CLpro inh; I = GDH-TPI inh; J = Mtb FBA inh
O=C(O)c1nnn(-c2cc(C(F)(F)F)cc(C(F)(F)F)c2)c1-c1ccccc1
  A: i	B: 27	C: -7	D: -1.2	E: 15	F: 2	G: 5.8	H: -1	I: 12	J: -3

CC(=O)Nc1ccc(S(=O)(=O)NNC(=O)COc2ccc(C)cc2)cc1
  A: -0.4	B: -5	C: -9	D: /	E: -14	F: 6	G: -2.8	H: 1	I: 8	J: 1

C/C(Cc1ccccc1)=N\NC(=O)CNC(=O)c1ccccc1
  A: 2.3	B: 21	C: /	D: 1.5	E: 1	F: 0	G: 1.5	H: 1	I: 6	J: 0

O=C(Nc1ccc(Cl)cc1)OCc1cn(-c2ccccc2)nn1
  A: -0.1	B: 13	C: -9	D: /	E: -2	F: 6	G: -3.1	H: 1	I: 6	J: -1

CC(=NNC(=S)N1CC2CCC(CC2)C1)c1ccccn1
  A: 0.7	B: /	C: /	D: 4.5	E: /	F: 6	G: /	H: /	I: 1	J: 6

CN1CCN(CC(=O)Nc2ccc(OCc3ccccc3)cc2)CC1
  A: /	B: 0	C: /	D: /	E: 0	F: /	G: 3.9	H: -2	I: /	J: /

CCN(CC)c1ccc(C(=C2C=CC(=[N+](CC)CC)C=C2)c2ccc(S(=O)(=O)O)cc2S(=O)(=O)[O-])cc1
  A: i	B: /	C: 82*	D: -0.6	E: /	F: 2	G: /	H: /	I: 6	J: 2

COc1ccc(N(CC(=O)Nc2ccc3c(c2)OCO3)S(=O)(=O)c2ccc(F)cc2)cc1
  A: -2.6	B: 5	C: 3	D: /	E: 1	F: 2	G: -0.1	H: 2	I: 0	J: 4

O=C(c1ccco1)N1CCN(C(=O)N2CCCC2)CC1
  A: i	B: 10	C: -5	D: 2.2	E: 7	F: 3	G: -1.5	H: 2	I: 5	J: 0

O=C(C1CCCN(S(=O)(=O)c2ccccc2)C1)N1CCCCCC1 (centres undefined)
  A: 2.1	B: 36	C: 8	D: /	E: -4	F: 3	G: -1.7	H: -2	I: 0	J: 4

More structures:
Keys: A = BH1578 lux ind; B = VHR inh abs; C = SSB-PriA inh; D = Mtb BioA inh; E = Rv3671c inh; F = MazF activator; G = Mtb UGM inh; H = SARS 3CLpro inh; I = GDH-TPI inh; J = Mtb FBA inh
COC(=O)/C(=C/Nc1ccc(O)cc1)[N+](=O)[O-]
  A: i	B: 24	C: /	D: 0.8	E: -6	F: 2	G: 1.1	H: 2	I: 16	J: -10

CCN(CC)Cc1cc2ccccc2c2c1COC2
  A: /	B: 37	C: -7	D: 0.5	E: 5	F: -7	G: 1.2	H: 1	I: -5	J: 3

O=C(COc1ncnc2scc(-c3ccc(F)cc3)c12)NCc1ccco1
  A: 0.4	B: 6	C: -6	D: 4.7	E: -4	F: 6	G: -0.7	H: -3	I: 4	J: 0

CC[N+](C)(CC)CCC/C(=N/O)C(O)(c1ccccc1)c1ccccc1
  A: -0.6	B: 13	C: /	D: -1.3	E: -3	F: 1	G: -1.7	H: 3	I: 0	J: 1

COc1cccc(NC(=O)N2CCCC(C(=O)NCc3ccc(F)cc3)C2)c1 (centres undefined)
  A: -0.7	B: 22	C: -7	D: 1.9	E: 5	F: 2	G: -0.5	H: 2	I: 0	J: -5

COc1ccc(C(NCC(=O)NC(C)c2ccc(Cl)cc2)c2ccccc2)cc1 (centres undefined)
  A: 1.1	B: /	C: -3	D: 1.2	E: -3	F: -2	G: -0.4	H: 2	I: -3	J: 0

Cc1nnc(SCCn2c(N3CCCC(C)C3)nc3c2c(=O)n(C)c(=O)n3C)s1 (centres undefined)
  A: i	B: -5	C: 1	D: -2.6	E: -3	F: 9	G: 3.9	H: 1	I: 3	J: 0

CC(CCc1ccccc1)NC(=O)COc1cc(F)ccc1[N+](=O)[O-] (centres undefined)
  A: -0.4	B: 12	C: 3	D: 1.3	E: 5	F: -17	G: 0.0	H: 1	I: -6	J: 6

CC[C@]12c3[nH]c4ccc(Cl)cc4c3CCN1C(=O)[C@@H](CC(=O)NCCc1ccccn1)C[C@@H]2C(=O)N1CCN(C(=O)c2ccco2)CC1
  A: -1.0	B: /	C: -30	D: 0.7	E: /	F: 5	G: /	H: /	I: 5	J: 6

COc1cccc(OC)c1OCCN1CCC(C(=O)NC(c2ccc3c(c2)OCO3)c2ccccn2)CC1 (centres undefined)
  A: -0.4	B: /	C: /	D: -2.0	E: /	F: /	G: /	H: /	I: 4	J: -1

Carrying on.
Keys: A = BH1578 lux ind; B = VHR inh abs; C = SSB-PriA inh; D = Mtb BioA inh; E = Rv3671c inh; F = MazF activator; G = Mtb UGM inh; H = SARS 3CLpro inh; I = GDH-TPI inh; J = Mtb FBA inh
C=CCn1c(N)c(C(=O)NCC2CCCO2)sc1=S (centres undefined)
  A: i	B: 8	C: -13	D: -0.6	E: 4	F: 4	G: 0.4	H: -1	I: 21	J: -5

CCNC(=O)N(C)C[C@H]1N[C@@](Cc2ccccc2)(C(=O)OC)[C@H]2C(=O)N(C)C(=O)[C@@H]12
  A: i	B: /	C: -1	D: -0.7	E: 2	F: 3	G: /	H: /	I: 3	J: 1

COc1ccccc1CCn1cnc2c3cc(C)ccc3n(C)c2c1=O
  A: i	B: 8	C: -7	D: -1.5	E: -7	F: 2	G: -0.9	H: -4	I: -7	J: 46*

Cc1ccc(C)c(C(=O)Cn2ncc(Cl)c(Cl)c2=O)c1
  A: -0.9	B: -12	C: -3	D: /	E: -8	F: 1	G: 3.0	H: 1	I: 6	J: 2

COc1ccc(NC(=O)CSc2sc3c(O)cc(=O)[nH]c3c2C#N)c(OC)c1
  A: -0.3	B: 36	C: 2	D: -0.5	E: 7	F: 1	G: -0.9	H: 0	I: 24	J: -2

CCOc1ccc(C(=O)/C=C/Nc2ccc(S(=O)(=O)N=C(N)N)cc2)cc1
  A: -0.3	B: -2	C: -10	D: /	E: -21	F: -35	G: 1.9	H: -1	I: 19	J: 6

These rows are one share of the data (hit frequency here may not be typical).
